Assay outcomes: PubChem, several laboratories
Wnt act – activates Wnt/beta-catenin signaling in a reporter cell assay. AID 743398. activator, plate reader. activation, % at 9.35 µM. hit rate 1.2% among 300,000; in the data active = activation above about 30%, passing the limit was not always enough;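 note: 0% = neutral control wells and 100% = positive control wells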
LANA DNA inh – inhibitors of KSHV LANA C-terminal domain DNA binding. inhibition, % at 9 µM. MBP-C-LANA/FAM-LBS DNA binding, fluorescence polarization. hit rate 0.078% among 340,000;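 active = highest replicate inhibition at or above 60% at 9 µM, even if other replicates fall short; inactive = all replicates below 60% inhibition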;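 note: 0% = neutral control wells and 100% = 4 µM acridine orange control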
OPRM1-OPRD1 ag – OPRM1-OPRD1 heterodimerization agonism | activation, % at 9.3 µM | hit rate 0.3% among 340,000 | AID 504326 | cells, luminescence; in the data active = activation above about 18%;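 note: 0% = vehicle-treated cells and 100% = reference agonist; values of inactives mirror those of a sister screen read the other way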
Cardiac RTF inh – cardiac RTF calcium desensitization. P19429+P45379. IANBD-labeled cardiac RTF, Ca2+ fluorescence. inhibition, % at 7.15 µM. hit rate 0.12% among 340,000. AID 493244;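 active = inhibition above the mean inhibition of all tested compounds plus 3 SD, cut at about 17% in these data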;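 note: assay run at fixed EC70 calcium of 1.6 mM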
DSG3 Ab inh – human desmoglein-3 autoantibody binding inhibition. hit rate 0.48% among 310,000. binding (percent of control), % at 10 µM. DSG3-coupled beads, scFv-anti-DSG3-GFP binding, flow cytometry; hits give low values. P32926. AID 588358;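 active = binding more than 3 SD below its plate's average and above zero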;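 note: hits lower antibody fragment binding to DSG3; some compounds called inactive have numbers as strong as hits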
Target sequence (P32926 whole entry, looked up, the tested form may be a part): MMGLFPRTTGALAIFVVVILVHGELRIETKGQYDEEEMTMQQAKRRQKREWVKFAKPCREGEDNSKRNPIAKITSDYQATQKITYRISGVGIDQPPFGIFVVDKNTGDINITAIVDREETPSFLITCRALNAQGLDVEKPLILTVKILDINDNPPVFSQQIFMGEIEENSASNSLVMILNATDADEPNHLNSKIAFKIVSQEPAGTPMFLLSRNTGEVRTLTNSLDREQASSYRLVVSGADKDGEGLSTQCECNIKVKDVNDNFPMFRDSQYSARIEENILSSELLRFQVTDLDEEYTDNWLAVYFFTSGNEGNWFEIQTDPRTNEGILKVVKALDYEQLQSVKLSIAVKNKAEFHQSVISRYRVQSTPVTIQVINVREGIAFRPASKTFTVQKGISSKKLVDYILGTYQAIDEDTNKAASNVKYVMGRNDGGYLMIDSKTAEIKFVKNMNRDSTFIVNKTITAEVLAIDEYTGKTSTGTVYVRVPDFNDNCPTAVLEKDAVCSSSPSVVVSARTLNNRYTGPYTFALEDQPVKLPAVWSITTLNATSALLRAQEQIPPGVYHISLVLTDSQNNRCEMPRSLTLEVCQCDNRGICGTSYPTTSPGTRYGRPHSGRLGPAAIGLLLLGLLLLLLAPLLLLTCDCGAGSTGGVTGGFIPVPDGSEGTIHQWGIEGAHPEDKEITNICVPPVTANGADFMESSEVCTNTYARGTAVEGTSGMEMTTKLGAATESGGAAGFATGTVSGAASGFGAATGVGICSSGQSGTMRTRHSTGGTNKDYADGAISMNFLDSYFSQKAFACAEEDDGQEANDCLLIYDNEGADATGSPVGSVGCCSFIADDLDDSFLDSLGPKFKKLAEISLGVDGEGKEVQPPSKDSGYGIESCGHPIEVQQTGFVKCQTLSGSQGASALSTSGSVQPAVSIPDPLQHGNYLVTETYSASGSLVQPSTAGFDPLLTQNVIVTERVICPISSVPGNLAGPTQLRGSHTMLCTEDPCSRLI
V-ATPase pHluor – alters yeast V-ATPase proton transport | S. cerevisiae, pHLuorin cytosolic pH fluorescence | response, % at 10 µM | hit rate 0.37% among 350,000 | AID 504577; in the data active = response mostly above about 7.3%, no sharp cut-off; inactive = mostly below about 5.4%; note: actives read high; inactives centre near 0; some compounds called inactive have numbers as strong as hits; reference of the scale not given here
Arr AP2 block – blocks beta-arrestin peptide binding to AP2 adaptin. AID 504490. FITC-arrestin peptide / GST-AP2 beads, flow cytometry; AP2 beta2 appendage carries R879A mutation. hit rate 0.31% among 340,000. inhibition, % at 10 µM;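 active = inhibition above a set limit, near 3 SD of compounds lacking own fluorescence, cut at about 54% in these data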;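 note: plate controls were DMSO wells for no effect and 5 µM unlabelled arrestin peptide for full effect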
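System: GST-AP2 R879A glutathione beads. Medium: PBS with 0.05% Tween 20 and 0.1% BSA. Also added: FITC-arrestin peptide, 50 nM. Incubation: 12 min plus 1 h, RT. Measured by: high-throughput flow cytometry of beads, ex 488, em 535 nm. Evaluation: percent drop in bead-associated FITC signal.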
Keap1 Nrf2 FP – Keap1-Nrf2 (human) interaction inhibition | Q14145 | Keap1 Kelch-Nrf2 peptide fluorescence polarization, 1536-well | inhibition, % at 9.4 µM | hit rate 0.15% among 340,000; in the data active = inhibition above about 12%;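 note: human Keap1 Kelch domain with fluorescein labeled Nrf2 9mer peptide probe; 0% = neutral control wells and 100% = peptide positive control; higher means more block of Keap1 binding to Nrf2 peptide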
RTF Ca sens act – increases calcium sensitivity of human cardiac regulated thin filaments. P19429+P45379. IANBD-labeled TnC RTF fluorescence at EC20 calcium; 0% EC20 calcium, 100% full calcium. activation, % at 7.2 µM. hit rate 0.24% among 340,000. AID 493008;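 active = activation above the mean over all tested compounds plus 3 SD, cut at about 30% in these data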;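 note: rise in fluorescence read as greater calcium sensitivity of cardiac thin filaments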
OPRM1-OPRD1 inv – inverse agonist of human OPRM1-OPRD1 heterodimerization; P35372+P41143; cell-based MOR-DOR heterodimer luminescence, inverse agonism; inhibition, % at 9.3 µM; hit rate 0.21% among 340,000; in the data active = inhibition above about 22%, passing the limit was not always enough;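 note: 0% = cells with DMSO and 100% = wells without cells with DMSO; values of inactives mirror those of a sister screen read the other way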
An asterisk follows results filed as active; . = no result given.

SMILES	Wnt act	LANA DNA inh	OPRM1-OPRD1 ag	Cardiac RTF inh	DSG3 Ab inh	V-ATPase pHluor	Arr AP2 block	Keap1 Nrf2 FP	RTF Ca sens act	OPRM1-OPRD1 inv
O=C(CSCC(=O)c1ccccc1)Nc1ccccc1Cl	-0.2	0.2	-0.7	-4.7	105.7	5.1	-0.1	-2.1	-2.4	3.9
S=c1nc2ccccc2c2nc(-c3ccccc3)[nH]n12	.	3.3	-1.0	-25.1	106.2	-4.6	-11.0	-4.2	-2.8	5.4
O=C(O)CSc1c2c(nc3cc(C(=O)N4CCOCC4)ccc13)CCCC2	.	1.8	-0.9	-5.3	96.4	1.2	4.4	-10.1	2.1	4.5
COc1ccc(/C=C(/C(=O)N2CCCCC2C(=O)O)c2ccc(OC)c(OC)c2)cc1 (centres undefined)	1.0	2.3	-0.5	3.1	102.2	13.7	6.0	-0.1	-7.0	2.9
Cn1ncc2c(Nc3cccc(Cl)c3)nc(Nc3cccc(Cl)c3)nc21	2.3	-0.3	4.9	5.4	98.0	-0.8	-4.2	2.6	-1.5	-24.9
O=C(Nc1ccc2c(c1)C(=O)OC2)Nc1cccc2ccccc12	-0.9	-0.6	-0.8	3.4	86.2	-0.9	35.5	-3.5	-2.4	3.8
Cc1cccc(NC(=O)c2sc3nc4c(c(-c5ccco5)c3c2N)CCC4)c1	.	0.6	-0.8	-9.2	92.5	0.5	13.6	-4.9	-5.4	4.6
CC(C)NC(=O)Nc1ccc2c(c1)C(=O)N([C@H](C)CO)C[C@H](C)[C@@H](CN(C)S(=O)(=O)c1cccs1)O2	-5.8	-0.3	-1.5	1.1	100.0	-4.5	6.7	2.2	7.7	8.2
CCOC(=O)c1[nH]c(C)c(C(=O)OCc2ccc(C)cc2)c1C	6.8	0.4	-0.8	3.6	.	-1.4	-2.7	-4.5	-2.4	4.7
COc1ccc(-c2cc3nc(-c4ccccc4)cc(N4CCC5(CC4)OCCO5)n3n2)cc1	0.1	0.8	1.2	3.8	103.3	-4.2	-5.6	-0.8	-0.1	-7.3
Cc1cccc(Cn2nc(C)c(NC(=O)c3ccc(F)cc3)c2C)c1	-2.0	0.5	-1.1	9.8	108.6	-1.9	32.7	0.2	0.1	5.1
Cc1nn(-c2ccc(Cl)cc2)c(NC(=O)C(C)C)c(-c2ccccc2)c1=O	0.3	.	-0.9	-4.0	114.1	3.7	4.4	-6.1	8.0	4.9
COc1cc(N2C(=O)CSC23C(=O)Nc2ccccc23)cc(OC)c1OC (centres undefined)	0.0	0.1	-1.1	-7.1	91.8	3.6	-2.5	-1.5	2.0	6.1
CCC(C(=O)NC1CCCC1)N(Cc1ccc2c(c1)OCO2)C(=O)c1snc(C(N)=O)c1N (centres undefined)	0.2	0.1	-3.8	-3.6	103.0	-4.1	10.0	2.0	-1.8	19.1
O=[N+]([O-])c1ccc(NC2CCN(Cc3ccccc3)CC2)c([N+](=O)[O-])c1	-1.0	0.9	.	-1.7	94.4	0.2	8.3	3.4	1.8	.
COc1ccc(N2C(=NC(=O)C3CCCCC3)SC3CS(=O)(=O)CC32)cc1OC (centres undefined)	0.1	-0.7	-2.5	2.6	102.5	8.6	-9.0	-1.1	-4.2	13.5
COc1ccc(-n2c(SC)nc(O)c(Cc3ccccc3)c2=O)cc1	.	-1.8	-1.6	-1.0	96.4	3.0	1.0	0.3	-1.6	8.6
Cc1occc1-c1nnc(SCC(=O)N2CCOCC2)o1	-0.1	-0.1	-0.4	-5.8	101.0	4.5	4.8	-1.4	11.5	2.2
O=C1c2ccccc2C(=O)N1CCCCSc1nnc2c(Cl)cc(Cl)cn12	.	0.5	-4.5	-2.4	.	-3.4	29.5	-0.8	-0.9	22.1
O=C(NCc1ccco1)c1cccn2c(=O)c3c4c(sc3nc12)CCCC4	-2.1	0.6	-2.3	1.6	101.7	-1.3	20.8	2.8	-1.0	14.1
Cc1cccc(/C=N/NC(=O)NC23CC4CC(CC(C4)C2)C3)n1	11.7	0.3	.	.	102.8	2.2	-2.6	-1.7	.	.
CC12CN3CC(C)(CN(C1)C3c1ccc([N+](=O)[O-])o1)C2 (centres undefined)	-2.3	2.4	-2.5	2.2	103.4	6.4	-2.6	-1.5	-5.2	12.9
CCOC(=O)/C=C/C(=O)OCC(=O)Nc1ccc(Cl)cc1Cl	-0.8	0.3	-3.4	8.7	98.8	0.1	-28.4	1.4	-1.3	15.6
COc1ccc(NS(=O)(=O)c2cc(NC(=O)[C@H](C)NC(N)=O)ccc2N2CCCC2)cc1	8.3	0.5	-0.1	-6.0	.	2.8	-9.1	4.1	0.6	0.6
CCCOc1ccc(N2C(=O)CC(N3CCN(CCN=CC4=C(O)CC(C)(C)CC4=O)CC3)C2=O)cc1 (centres undefined)	7.5	-1.0	-0.5	-12.4	.	-1.4	7.3	-6.2	7.6	2.2
CCc1nc(SCc2ccccn2)c2c(=O)n(C)c(=O)n(C)c2n1	-2.7	0.3	-0.6	-8.4	100.1	-2.1	-7.1	2.3	5.1	3.8
CCCOc1cccc(C(=O)N(Cc2ccccc2)C2CCS(=O)(=O)C2)c1 (centres undefined)	-0.6	-1.0	-1.9	-21.3	111.7	-2.6	-14.7	6.4	1.6	10.6
N/C(=N\OC(=O)c1cccc(Cl)c1)c1ccncc1	-0.1	-0.6	6.1	5.0	101.6	2.9	18.1	-2.4	-3.0	-41.6
COC(C(=O)N/N=C(\C)CC(=O)Nc1ccc(Cl)cc1C)c1ccccc1 (centres undefined)	0.6	1.7	-1.2	-9.0	98.3	-1.9	10.8	-1.5	6.2	5.4
Cc1ccc(/C=N/NC(=O)c2nnn(-c3nonc3N)c2CSc2ccccc2)s1	-0.3	-0.1	0.6	1.1	.	8.1*	7.5	-0.1	3.9	-3.3

2 of these compounds, reformatted:
canonical_smiles | Wnt act | LANA DNA inh | OPRM1-OPRD1 ag | Cardiac RTF inh | DSG3 Ab inh | V-ATPase pHluor | Arr AP2 block | Keap1 Nrf2 FP | RTF Ca sens act | OPRM1-OPRD1 inv
CCC(C(=O)NC1CCCC1)N(Cc1ccc2c(c1)OCO2)C(=O)c1snc(C(N)=O)c1N (centres undefined) | 0.2 | 0.1 | -3.8 | -3.6 | 103.0 | -4.1 | 10.0 | 2.0 | -1.8 | 19.1
O=[N+]([O-])c1ccc(NC2CCN(Cc3ccccc3)CC2)c([N+](=O)[O-])c1 | -1.0 | 0.9 | . | -1.7 | 94.4 | 0.2 | 8.3 | 3.4 | 1.8 | .

Further structures
SMILES	Wnt act	LANA DNA inh	OPRM1-OPRD1 ag	Cardiac RTF inh	DSG3 Ab inh	V-ATPase pHluor	Arr AP2 block	Keap1 Nrf2 FP	RTF Ca sens act	OPRM1-OPRD1 inv
Cc1ccc(N2CC(C(=O)NCc3ccco3)CC2=O)cc1Cl (centres undefined)	-1.8	1.0	-2.3	-6.2	115.5	-2.7	6.9	-4.6	-5.0	12.5
N#Cc1ccc(COc2cccnc2[N+](=O)[O-])cc1	-2.8	1.4	0.2	-4.8	.	-1.6	12.8	-1.3	-0.8	-1.5
COc1ccc(CCN2C(=O)CSC2c2cccc([N+](=O)[O-])c2)cc1OC (centres undefined)	0.9	-1.0	-2.0	-2.8	115.8	-4.0	-0.3	-6.3	5.4	10.4
O=[N+]([O-])c1cccc(-c2ccc(C(=S)N3CCN(c4ccc(F)cc4)CC3)o2)c1	-2.0	1.7	-3.4	3.8	116.5	-3.2	18.4	-1.6	-17.1	18.1
CC(C)(C)N1CC(C(=O)Nc2cccc(Cl)c2Cl)CC1=O (centres undefined)	-0.9	-2.5	-1.1	-2.2	110.2	12.2	10.0	0.2	4.9	5.5
CN(C)NC(=O)C12CCC(C)(C(=O)O1)C2(C)C (centres undefined)	-3.0	0.3	-2.8	3.8	99.3	0.2	37.0	3.0	2.8	14.9
CCCCCCc1c(O)nc(SCC(=O)O)[nH]c1=O	-2.9	-0.4	2.0	-7.5	98.8	-3.9	11.2	4.2	1.2	-11.7
COc1ccc(C2=NN(C(=O)CCCC(=O)O)C(c3cn(-c4ccccc4)nc3-c3ccccc3)C2)cc1 (centres undefined)	4.5	0.3	-2.7	-5.4	96.9	5.1	1.4	1.0	0.0	13.4
CCC(=O)N1CCCc2cc(S(=O)(=O)N3CCN(c4ccccn4)CC3)ccc21	.	0.6	0.4	-3.5	98.9	-5.2	5.0	-6.3	2.9	-2.4
CCN1CCN(C(=O)c2ccc3c(c2)S(=O)(=O)c2ccccc2C3=O)CC1	-0.7	-1.6	2.1	-7.7	102.9	1.6	-17.5	-2.0	-1.9	-11.4
CCc1n(CC(O)COC2CCCCC2)c2ccccc2[n+]1C (centres undefined)	-0.2	1.7	-1.5	2.5	98.2	0.5	8.4	-2.3	1.9	8.2
CSc1ccccc1C(=O)C1CCCN(Cc2c(C)n(C)n(-c3ccccc3)c2=O)C1 (centres undefined)	-1.8	-0.7	-1.3	-2.7	78.6	-0.5	2.9	-2.4	4.0	7.0
OC(COc1ccc(OCC(O)CN2CCN(Cc3ccccc3)CC2)cc1)CN1CCN(Cc2ccccc2)CC1 (centres undefined)	3.3	.	.	.	102.9	-0.5	-9.9	.	.	.
O=C(c1ccc(F)cc1)N1CCC(N2CCCCCC2)CC1	-3.4	-0.4	-2.0	1.3	105.8	-1.4	2.7	-3.4	10.1	10.5
O=C(COc1ccccc1F)Nc1ccc2c(c1)OCCO2	18.7	-1.1	1.3	-12.3	137.7	1.4	-6.6	-3.1	3.2	-10.9
CCOC(=O)N1CCN(C(=O)CCN2C(=O)/C(=C\c3cccc(OC)c3)SC2=S)CC1	0.5	-1.5	0.6	-14.0	100.7	3.7	-1.9	-1.5	-4.9	-4.6
CC(=O)COc1ccc2c(-c3ccccc3)cc(=O)oc2c1	.	-0.2	-0.5	8.8	99.7	-7.5	8.0	-2.0	0.5	2.6
CCOc1ccc(NC(=S)NC(=O)/C=C/c2ccc(OC)cc2)c([N+](=O)[O-])c1	1.6	-0.2	0.4	-0.3	112.8	0.7	-8.6	4.3	5.1	-2.1
COc1ccc([C@@H]2CC=C(C(=O)O)[C@H](c3ccccc3F)N2S(=O)(=O)c2ccccc2C)cc1	-0.7	1.2	-1.5	7.6	101.8	-0.5	-2.5	-4.1	-0.2	8.7
CCC(=O)NCCc1nc2cc(NC(=O)c3ccccc3Cl)ccc2n1C	4.9	0.3	-0.1	2.1	95.6	0.6	4.2	-1.1	1.0	0.5
CC1Oc2ccccc2N(CC(=O)NCc2ccc3c(c2)OCO3)C1=O (centres undefined)	-1.7	-1.8	-0.1	-5.3	103.2	2.4	-5.8	-0.9	9.6	0.5
COc1cccc(/C(O)=C/c2nc3ccc(C(=O)NCCc4ccc(Cl)cc4)cc3[nH]c2=O)c1	-7.4	0.8	-0.9	-2.7	96.0	-0.6	6.5	-0.8	99.4*	5.2
CCN(CC)CCn1c(NC(=O)c2ccc(C(F)(F)F)cc2)nc2ccccc21	-2.0	0.3	.	-8.4	105.1	-1.6	12.4	-0.2	-3.6	.
CCN(CC)C(=O)CSc1nnc(COc2ccccc2)n1CC	.	-0.1	-2.0	9.2	108.5	0.2	-3.7	-1.6	-1.9	11.6
COc1cccc(CNCC(O)COc2ccc(C(=O)c3ccccc3)cc2)c1 (centres undefined)	-2.3	1.2	2.5	-6.0	.	0.9	8.3	-2.6	-1.5	-16.0
